High-throughput results as filed in PubChem BioAssay.
NPYLR7 ag = mosquito NPYLR7 agonism; HEK293T NPYLR7/Galpha15, GCaMP6s calcium fluorescence; activation, % at 10 µM; 270,000 tested, 0.15% active; AID 1259423; in the data active = activation above about 40%;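 also: 0% = vehicle and 100% = reference agonist at the receptor; some compounds past the cut are filed as inactive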
mcGAS lum = mouse cGAS inhibition by luminescence. AID 1259399. inhibition, % at 12.5 µM. recombinant cGAS, Kinase-Glo ATP depletion luminescence. 160,000 tested, 0.15% active. Q8C6L5;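 also: 0% = negative control wells and 100% = reference inhibitor with no enzyme activity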
hcGAS inh = inhibitors of human cGAS | Q8N884 | recombinant h-cGAS, ATP depletion, Kinase-Glo luminescence | inhibition, % at 12.5 µM | 290,000 tested, 0.081% active | AID 1259398;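 also: 0% = vehicle reaction and 100% = reaction without DNA for no activity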
Target sequence (Q8N884 whole entry, looked up): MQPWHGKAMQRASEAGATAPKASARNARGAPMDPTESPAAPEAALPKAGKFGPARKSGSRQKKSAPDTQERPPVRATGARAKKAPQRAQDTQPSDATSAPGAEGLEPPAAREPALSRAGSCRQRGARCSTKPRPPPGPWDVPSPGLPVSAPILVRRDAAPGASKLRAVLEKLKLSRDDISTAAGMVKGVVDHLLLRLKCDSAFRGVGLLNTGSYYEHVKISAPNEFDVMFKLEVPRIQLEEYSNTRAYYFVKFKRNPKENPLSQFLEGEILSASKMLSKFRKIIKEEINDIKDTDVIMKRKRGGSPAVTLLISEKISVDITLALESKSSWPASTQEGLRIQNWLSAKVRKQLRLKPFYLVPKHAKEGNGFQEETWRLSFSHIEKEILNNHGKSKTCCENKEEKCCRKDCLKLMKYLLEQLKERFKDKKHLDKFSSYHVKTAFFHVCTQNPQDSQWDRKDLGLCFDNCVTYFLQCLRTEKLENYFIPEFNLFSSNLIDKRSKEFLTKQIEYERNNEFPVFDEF
Numbers without * were called inactive; · = not tested or not shown. Rule as the data show it, unless noted: active = inhibition above about 40%; inactive = the rest. An unsorted share of the library, and some 0.29% of all compounds hit somewhere here.

Start of the data: the first 15 records as a preview:
SMILES | NPYLR7 ag | mcGAS lum | hcGAS inh
O=C(c1ccc(CSc2nc(-c3ccccc3)cc(N3CCN(c4cccc(C(F)(F)F)c4)CC3)n2)cc1)N1CCCC1 | -7.8 | 0.8 | 0.1
Cc1ccc(C=CC(=O)OC(C)C(N)=O)o1 (centres undefined) | 4.4 | · | -7.5
C=C(C)Cn1c(N=Nc2c(O)[nH]c3ccccc23)nc2c1c(=O)n(C)c(=O)n2C | 15.8 | · | -6.9
COCCN(CC1CN(Cc2cccc(F)c2)CCO1)C(=O)Cc1ccccc1 (centres undefined) | · | -5.4 | -2.9
O=C(Nc1ccc(F)c(Cl)c1)Nc1ccc(F)cc1F | -3.9 | · | -4.3
O=C(c1ccccc1)N1CCC2(CC1)NC(=O)N(Cc1ccc(F)cc1)C2=O | 4.9 | · | -5.3
COc1cccc(-c2nc(OC)nn2-c2cccc(NC(=O)Nc3ccccc3C)c2)c1 | 20.4 | -5.4 | -3.7
Cc1cccc(NC(=O)c2c(-c3ccccc3Cl)noc2C)c1NC(=O)c1ccccc1 | -10.3 | 1.2 | 6.5
Cc1cnc(C)c(N2CCC(Cc3ccccc3Cl)(C(=O)O)CC2)n1 | 5.8 | · | -6.3
CCOC(=O)C=C(C)Nn1c(C)cc(C)c(C#N)c1=O | 0.4 | · | -5.5
CC(C)CCNC(=O)C(C)N1CCn2c(CCc3ccccc3)nnc2C1 (centres undefined) | 6.0 | · | -6.2
CCc1ccc(CN(C)Cn2nc(C)c3ccccc3c2=O)cc1 | -4.2 | · | -13.0
Cc1ccc(NC(=O)C(C)(C)C)cc1NC(=O)CCc1cnn(C)c1 | 0.9 | · | -2.4
COc1cccc(CNC(=O)C2(C)CCCCN2C)c1 (centres undefined) | 6.4 | -8.2 | -14.5
Cc1ccc(F)c(NS(=O)(=O)c2ccc(C)c(C(=O)O)c2)c1 | 0.0 | · | -11.3

All compounds of this part, repeating the preview:
SMILES | NPYLR7 ag | mcGAS lum | hcGAS inh
O=C(c1ccc(CSc2nc(-c3ccccc3)cc(N3CCN(c4cccc(C(F)(F)F)c4)CC3)n2)cc1)N1CCCC1 | -7.8 | 0.8 | 0.1
Cc1ccc(C=CC(=O)OC(C)C(N)=O)o1 (centres undefined) | 4.4 | · | -7.5
C=C(C)Cn1c(N=Nc2c(O)[nH]c3ccccc23)nc2c1c(=O)n(C)c(=O)n2C | 15.8 | · | -6.9
COCCN(CC1CN(Cc2cccc(F)c2)CCO1)C(=O)Cc1ccccc1 (centres undefined) | · | -5.4 | -2.9
O=C(Nc1ccc(F)c(Cl)c1)Nc1ccc(F)cc1F | -3.9 | · | -4.3
O=C(c1ccccc1)N1CCC2(CC1)NC(=O)N(Cc1ccc(F)cc1)C2=O | 4.9 | · | -5.3
COc1cccc(-c2nc(OC)nn2-c2cccc(NC(=O)Nc3ccccc3C)c2)c1 | 20.4 | -5.4 | -3.7
Cc1cccc(NC(=O)c2c(-c3ccccc3Cl)noc2C)c1NC(=O)c1ccccc1 | -10.3 | 1.2 | 6.5
Cc1cnc(C)c(N2CCC(Cc3ccccc3Cl)(C(=O)O)CC2)n1 | 5.8 | · | -6.3
CCOC(=O)C=C(C)Nn1c(C)cc(C)c(C#N)c1=O | 0.4 | · | -5.5
CC(C)CCNC(=O)C(C)N1CCn2c(CCc3ccccc3)nnc2C1 (centres undefined) | 6.0 | · | -6.2
CCc1ccc(CN(C)Cn2nc(C)c3ccccc3c2=O)cc1 | -4.2 | · | -13.0
Cc1ccc(NC(=O)C(C)(C)C)cc1NC(=O)CCc1cnn(C)c1 | 0.9 | · | -2.4
COc1cccc(CNC(=O)C2(C)CCCCN2C)c1 (centres undefined) | 6.4 | -8.2 | -14.5
Cc1ccc(F)c(NS(=O)(=O)c2ccc(C)c(C(=O)O)c2)c1 | 0.0 | · | -11.3
CCn1nc(C)cc1C(=O)Nc1ccc2nc(N3CCN(C)CC3)sc2c1 | -3.6 | · | -10.3
Oc1ccccc1CN1CCC(c2[nH]ncc2-c2cccc(C(F)(F)F)c2)CC1 | -1.2 | -24.5 | -3.0
O=C(COc1ccc(Cl)cc1Cl)Nc1nccs1 | 15.1 | -11.9 | -3.2
O=C(c1ccc(Cl)c([N+](=O)[O-])c1)N(CC(=O)N1CCc2sccc2C1c1ccc(Cl)cc1Cl)CC1CCCO1 (centres undefined) | 9.2 | -6.0 | -6.9
O=C(C1CCN(C(=O)C2(n3cccc3)CCCCC2)CC1)N1CCCCC1 | · | -6.1 | -11.3
Cc1cc(C(=O)N(C)Cc2ccccc2OCC(C)C)c(=O)[nH]c1C | 6.4 | -19.2 | -3.3
Cc1ccc2nc(SCC(=O)Nc3cccc(C(F)(F)F)c3)[nH]c2c1 | 9.3 | -6.3 | -2.5
Cc1ccsc1-c1nccn1CCn1cccn1 | -0.4 | -12.6 | -9.4
C=Cc1ccc(C(=O)N2CC[C@H](O)[C@@H](O)C2)cc1 | -8.2 | 1.8 | -0.9
Cc1ccc2nc(CSc3nnc4nc(C)cc(C)n34)cn2c1 | 0.2 | · | 0.4
CCCCOC(=O)N1CC(=O)N(Cc2ccccc2OC)CC(O)C1 (centres undefined) | 3.8 | -7.1 | -3.5
Cn1c(C2CCCN(S(C)(=O)=O)C2)nn(CC(=O)Nc2ccccc2)c1=O (centres undefined) | -5.5 | -8.8 | -7.4
O=C(c1ccccc1N1CCOCC1)N1CCc2c([nH]c3ccccc23)C1c1ccccn1 (centres undefined) | 5.4 | -15.6 | -2.9
COc1cc(CN(CC(C)O)C2CC2)cc(OC)c1 (centres undefined) | 20.2 | -4.3 | -4.1
COc1ccc(Nc2nc(N3CCOCC3)nc3[nH]ncc23)cc1 | 1.5 | · | -10.7
CC(C)[C@H](NS(=O)(=O)c1ccc2c(c1)OCCO2)C(=O)N1CCc2sccc2C1 | -2.5 | · | 8.0
COc1ccc(-c2cnc3ncnn3c2N2CCN(Cc3ccc4c(c3)OCO4)CC2)cc1OC | · | -6.8 | -5.7
CCc1ccc(CN2CCC(CNC(=O)c3cnc(C)cn3)C2)nc1 (centres undefined) | 0.9 | -14.0 | -1.8
CCC(=O)Nc1ccc(-c2ccc3c(c2)OCCO3)c(C)n1 | · | -12.1 | -3.2
COc1ccc(-c2nnc(SCC3CCOCO3)o2)cc1OC (centres undefined) | 8.5 | · | -5.2
CCOC(=O)c1ccccc1Nc1cn(C(C)=O)c2ccccc12 | -0.4 | -5.6 | -6.9
CN(CC(=O)NC(C)(C)C)C(=O)c1ccc(S(=O)(=O)N2CCOCC2)cc1 | -0.6 | -4.8 | -4.1
CC(=O)c1ccc(N2CC[C@@H](N3CCN(c4ccccc4F)CC3)[C@H](O)C2)nc1 | 8.8 | -13.8 | -6.2
Cc1cc(C=C(C#N)C(=O)c2cc(C)n(C3CCCC3)c2C)c(C)n1C1CC1 | -0.2 | · | -4.9
N#Cc1ccc(C(=O)N2CCCN(Cc3cc(=O)c(OCc4ccc(C(F)(F)F)cc4)co3)CC2)cc1 | -2.5 | -7.3 | -5.0
O=C(CN1CCCC1C(=O)Nc1ccccc1)NCC(F)(F)F (centres undefined) | 5.0 | -5.6 | -5.9
Fc1ccc(C=NN2CCOCC2)c(F)c1 | 11.2 | · | -4.4
COCCN1C(=O)/C(=C/c2ccc3c(c2)OCO3)SC1=S | -1.3 | -7.9 | -4.3
CCC(CC)C(=O)N1CCCc2c1[nH]c1ccccc21 | 4.7 | · | -0.2
COc1ccc(Br)cc1/C=N\NC(=O)CSc1nc2ccccc2n1Cc1ccccc1 | 6.8 | · | -1.9
CCOc1ccc(C(C2Sc3nc(CC)nn3C2=O)N2CCCC(C)C2)cc1 (centres undefined) | -2.7 | -7.8 | -10.2
C=CCOC(=O)C1=C(C)N(C)C(=O)NC1c1cc(Br)c(O)c(OC)c1 (centres undefined) | 10.9 | -6.5 | -0.2
O=C(CSc1nnc(C2(c3ccc(Cl)cc3)CCC2)o1)Nc1ccc2c(c1)OCO2 | -9.1 | · | 0.1
C[N+]1=C(/C=C/c2ccccc2F)C(C)(C)c2ccccc21 | -1.3 | 2.0 | -4.2
C=CCN(Cc1nccn1Cc1ccccc1F)C(=O)c1ccc(F)cc1 | 4.2 | -1.9 | -1.4
NC1=NC2(C(=O)Nc3cc4c(cc32)OCCO4)n2c(nc3ccccc32)N1 (centres undefined) | 4.8 | · | -2.2
Cc1cccc2cc(C(=O)N3CCc4c(nc(N(C)C)[nH]c4=O)C3)oc12 | -0.2 | -8.9 | -1.6
O=C(c1ccc2oc(CCc3ccccc3)nc2c1)N1CC=C(c2ccccc2)CC1 | 19.3 | -11.0 | -11.9
Cc1ccc(-c2nc(N3CCN(c4ncccn4)CC3)c3ccccc3n2)cc1 | 2.2 | -8.1 | -9.2
O=C(Nc1ccccc1F)N1CCN(CC=Cc2ccccc2)CC1 | 24.6 | · | -8.8
CC1CN(CCc2ccccc2)c2nc3c(c(=O)n(CC(=O)OCc4ccccc4)c(=O)n3C)n2C1 (centres undefined) | 10.1 | -6.3 | -8.0
c1ccn2cc(CCn3cnnc3)nc2c1 | 10.4 | -12.5 | -3.6
Cn1c(N)c(C(=O)CSc2nnc(-c3cccs3)n2C2CC2)c(=O)[nH]c1=O | 2.8 | · | 0.2
COc1ccc(S(=O)(=O)N(C(C)=O)c2ccc3oc4c(c3c2)CCCC4)cc1[N+](=O)[O-] | -3.3 | · | -1.7
O=C(Cc1ccccc1)NC1CCN(c2ccccc2C(=O)NCC2CCCO2)CC1 (centres undefined) | 18.3 | -6.6 | -6.3

Additional compounds
SMILES | NPYLR7 ag | mcGAS lum | hcGAS inh
O=C(c1ccccc1Cl)N1CCN(c2nc(-c3ccccc3)c3cc(Br)ccc3n2)CC1 | -7.4 | · | -0.1
CCn1c(C2CCN(C(=O)Cc3[nH]nc4ccccc34)CC2)n[nH]c1=O | -0.4 | -6.4 | -1.8
Cc1ccc(OCc2cc(C(=O)N(CCO)Cc3cccs3)no2)cc1C | 1.1 | -4.7 | -5.4
Cc1cc(C(F)(F)F)n2nc(C(=O)N(C)Cc3nc(C)no3)cc2n1 | -6.8 | · | -5.9
CCOc1ccccc1/C=C1N=C(/C=C/c2ccc(Cl)cc2)OC/1=O | 5.0 | -4.3 | -9.5
CC(=O)Nc1ccc(NC(=O)CCCc2ccc(Cl)cc2)c(C(F)(F)F)c1 | 4.8 | · | -7.3
O=S(=O)(c1ccccc1C(F)(F)F)N1CCN(c2nc3nccc(-c4cccs4)n3n2)CC1 | 8.0 | 1.4 | 2.7
CCS(=O)(=O)NC(=O)C1(C)CCN1C(=O)c1ccc(C2CCCCC2)cc1 (centres undefined) | -1.3 | · | -6.0
COc1ccccc1-c1cc(C(=O)NCC(C)C)n2nc(-c3ccccc3)cc2n1 | 3.9 | -7.3 | -7.6
COc1ccc(C(N)CC(=O)N2C[C@@H]3[C@@H]4CC[C@@H](C4)[C@@H]3C2)cc1OC (some centres undefined) | 7.5 | -14.7 | -6.5
CCOCCCNC(=O)c1cc(NC(=O)c2ccc(-c3ccccc3)cc2)ccc1N1CCC(Cc2ccccc2)CC1 | 17.5 | -5.3 | -3.3
CCOC(=O)c1c(NC(=O)c2cccs2)c(-c2cccc(F)c2)cn1Cc1ccccc1 | 4.5 | -8.5 | -7.9
COc1cc(C)c(S(=O)(=O)NNC(=O)c2cc(C)oc2C)cc1C | 0.6 | · | 2.3
CN(c1nccs1)S(=O)(=O)/C=C/c1ccccc1 | -1.1 | · | -7.6
CN(CCc1noc(C2CC2)n1)C(=O)c1scc2c1CCCC2 | 1.7 | -16.3 | -5.2
Cc1cc(NC(=O)C(C)Oc2ccccc2)n(-c2ncnc3c2cnn3-c2cccc(Cl)c2)n1 (centres undefined) | 11.6 | -9.0 | -5.7
O[C@@H]1C[C@@H](c2nc(Cc3ccccc3)no2)N(Cc2ncc[nH]2)C1 | -8.7 | -9.4 | -4.5
Cc1ncc2c(c1CNc1nccc(CCC(F)(F)F)n1)CCNC2 | 20.1 | · | -3.5
O=S(=O)(c1cccc(Cl)c1Cl)N(Cc1ccc(F)cc1)C1CC1 | 2.1 | -1.3 | 2.5
CCOC(=O)c1c(C)[nH]c(C(=O)OCC(=O)N(CC(C)C)C2CCS(=O)(=O)C2)c1C (centres undefined) | -4.4 | -6.4 | -6.5
COCCn1cc(C(=O)NCCc2ccc(OC(C)C)cc2)ccc1=O | 1.5 | · | -5.1
O=C1CCCN1Cc1ccccc1CNC(=O)C12CNCC1CNC2 (centres undefined) | 19.1 | · | -6.1
O=S1(=O)N=C(Nc2ccc(F)cc2F)c2ccccc21 | 1.9 | · | 5.9
Cc1ccccc1NC(=O)Nc1ccccc1-c1nc2cc(Cl)ccc2o1 | -3.3 | -7.1 | -8.6
O=C(NN=Cc1cccs1)C12CC3CC(CC(C3)C1)C2 | 11.3 | · | -7.5
Cc1ccn2c(CNC3CCN(S(C)(=O)=O)CC3C)cnc2c1 (centres undefined) | 4.5 | · | -12.4
CCNC(=O)CCc1csc(NC(=O)c2ccc[nH]c2=O)n1 | -4.6 | -13.6 | -7.1
CCn1nc(C)cc1C(=O)N1CCC(C(=O)Nc2ccc(-n3nc(C)cc3C)cc2)CC1 | 20.7 | -10.6 | -7.7
